Screens as filed in PubChem BioAssay.
A3G deaminase: inhibitors of human APOBEC3G DNA deaminase; Q9HC16; recombinant A3G, ssDNA deamination FAM/TAMRA fluorescence; inhibition, % at 20 µM; hit rate 0.28% among 330,000; AID 493012;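 active = inhibition of at least 40% at 20 µM, with no more than 30% in the related APOBEC3A deaminase screen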;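 also: plate controls were DMSO wells with A3G for no effect and wells lacking A3G enzyme for full effect; some compounds called inactive have numbers as strong as hits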
Target sequence (Q9HC16 whole entry, looked up): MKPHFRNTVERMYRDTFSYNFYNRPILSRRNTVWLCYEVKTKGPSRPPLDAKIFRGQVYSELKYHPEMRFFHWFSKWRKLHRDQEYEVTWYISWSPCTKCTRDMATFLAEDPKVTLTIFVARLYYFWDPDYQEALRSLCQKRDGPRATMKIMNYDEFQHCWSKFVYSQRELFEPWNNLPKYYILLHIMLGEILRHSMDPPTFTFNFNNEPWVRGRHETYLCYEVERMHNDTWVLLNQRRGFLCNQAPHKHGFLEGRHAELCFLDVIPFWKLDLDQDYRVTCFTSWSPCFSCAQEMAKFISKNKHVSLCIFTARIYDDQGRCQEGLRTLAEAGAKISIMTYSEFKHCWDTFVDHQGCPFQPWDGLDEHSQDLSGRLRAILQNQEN
NR3A LBD binder: modulators (binders) of human NR3A ligand-binding domain. AID 1259313. Tm shift relative to glycine control, % at 25 µM. hit rate 2.5% among 340,000. NR3A LBD differential scanning fluorimetry, Tm shift; 0% = protein alone, 100% = glycine-bound protein;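 active = melting temperature shift of at least 10% of the positive control shift, at one fixed dose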
Gli-Sufu block: antagonists of Gli-Sufu signaling; Sufu-KO-LIGHT fibroblasts, Gli luciferase reporter luminescence; inhibition, % at 5 µM; hit rate 0.74% among 340,000; AID 588413;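 active = inhibition above about 55%, limit read from the data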;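 also: 0% = DMSO-treated cells and 100% = wells with medium but no cells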
CXCR6 block: blocks human CXCR6 beta-arrestin recruitment. CHO-K1 PathHunter CXCR6 beta-arrestin, luminescence. inhibition, % at 20 µM. hit rate 0.36% among 360,000; in the data active = inhibition above about 34%, passing the limit was not always enough;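 also: antagonist mode with CXCL16 agonist at 10 nM final; 0% = 10 nM CXCL16 with DMSO and 100% = unstimulated wells without agonist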
Target sequence (O00574 whole entry, looked up): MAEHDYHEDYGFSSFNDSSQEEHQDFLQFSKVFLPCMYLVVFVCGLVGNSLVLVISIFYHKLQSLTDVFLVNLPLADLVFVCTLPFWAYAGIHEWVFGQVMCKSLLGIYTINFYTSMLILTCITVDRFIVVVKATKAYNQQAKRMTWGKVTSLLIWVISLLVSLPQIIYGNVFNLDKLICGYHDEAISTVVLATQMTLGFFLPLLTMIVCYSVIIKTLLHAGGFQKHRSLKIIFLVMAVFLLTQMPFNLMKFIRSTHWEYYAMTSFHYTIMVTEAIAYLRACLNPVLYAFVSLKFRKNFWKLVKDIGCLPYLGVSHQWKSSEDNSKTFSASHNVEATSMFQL
EBI2 antag: EBI2 (human) antagonism. inhibition, % at 5 µM. EBI2 beta-arrestin recruitment, luminescence, 7a,25-OHC stimulated. AID 651636. hit rate 0.81% among 360,000; in the data active = inhibition above about 38%;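 also: enzyme fragment complementation signal reports receptor beta-arrestin coupling in cells; 0% = agonist plus DMSO wells and 100% = wells without agonist; some results beyond the cut were filed as inactive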
A3A deaminase: blocks human APOBEC3A ssDNA deamination | P31941 | recombinant A3A, FAM/TAMRA ssDNA deamination fluorescence | inhibition, % at 20 µM | hit rate 0.41% among 330,000 | AID 493011;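 active = at least 40% inhibition at 20 µM here, with at most 30% in a related deaminase screen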;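 also: plate controls were A3A with DMSO for no effect and wells lacking A3A enzyme for full effect; some results filed as inactive read as strong as hits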
Target sequence (P31941 whole entry, looked up): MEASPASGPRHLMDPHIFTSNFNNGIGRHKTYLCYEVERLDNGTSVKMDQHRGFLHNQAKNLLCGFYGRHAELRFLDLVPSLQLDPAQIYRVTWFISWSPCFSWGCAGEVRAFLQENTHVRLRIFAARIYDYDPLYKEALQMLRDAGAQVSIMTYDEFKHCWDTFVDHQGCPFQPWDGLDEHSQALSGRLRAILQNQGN
CCR6 antagonist: CCR6 (human) receptor antagonism; P51684; CHO-K1 CCR6 PathHunter beta-arrestin, luminescence, CCL20-stimulated; inhibition, % at 20 µM; hit rate 0.49% among 340,000;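 active = compounds whose inhibition of the agonist-driven luminescence signal at 20 µM reaches about 50%, limit read from the data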;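 also: cells stimulated with CCL20 at 14 nM final; plate controls were DMSO with CCL20 for no effect and DMSO without agonist for full effect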
MPTP inh: blocks calcium-induced mitochondrial swelling | hit rate 1.4% among 360,000 | AID 602449 | inhibition, % at 10 µM | isolated mouse mitochondria, Ca2+ swelling absorbance, 30 min;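 active = inhibition of 50% or more, scaled per plate between neutral and stimulator controls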;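 also: 0% = DMSO wells given calcium and 100% = 1 mM EGTA wells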
The depositor's hits bear a star; nt = no result given.

Order of values: CXCR6 block	A3A deaminase	A3G deaminase	NR3A LBD binder	Gli-Sufu block	CCR6 antagonist	MPTP inh	EBI2 antag
CC(C(=O)NCC1CCCO1)N(C(=O)c1snc(C(N)=O)c1N)c1ccccc1 (centres undefined)
 : -5	-3	-5	1	3	-3	-0.2	-3
COc1ccc(N2CCCn3c2nc2c3c(=O)n(CCN3CCOCC3)c(=O)n2C)cc1
 : 5	-1	-6	-1	-5	14	-1.2	-3
COc1ccc(CCNC(=O)C2CCN(S(=O)(=O)c3cnc[nH]3)CC2)cc1OC
 : 5	-1	0	1	2	0	-0.1	-7
Cc1ccc2nc(SCc3nc4cc(Cl)ccc4c(=O)[nH]3)[nH]c2c1
 : 7	7	4	-3	nt	7	3.6	-3
Cc1cc(C(=O)N2CCN(c3ncccc3C#N)CC2)no1
 : -1	-3	-3	2	6	3	1.3	2
CCOc1ccc(N(C(C)C(=O)N2CCCCCC2)S(C)(=O)=O)cc1 (centres undefined)
 : -9	-3	-5	0	11	-6	-0.2	-3
COc1ccc(Nc2ccncc2[N+](=O)[O-])cc1
 : 5	0	-2	2	-14	0	0.1	5
Cc1ccc(NC(=O)N2Cc3ccccc3CC2C(=O)NC(C)(C)C)cc1 (centres undefined)
 : -4	0	3	-2	-1	-19	-2.2	-3
CNC(=O)c1sc(-c2ccc(Cl)cc2)nc1C
 : 3	-4	-2	-2	16	14	-1.4	-5
O=C(Cc1c(F)cccc1Cl)N1CCCC1
 : 6	-1	-2	-1	0	3	-0.9	-15

Two of the compounds above, comma-delimited.
Structure,CXCR6 block,A3A deaminase,A3G deaminase,NR3A LBD binder,Gli-Sufu block,CCR6 antagonist,MPTP inh,EBI2 antag
Cc1ccc2nc(SCc3nc4cc(Cl)ccc4c(=O)[nH]3)[nH]c2c1,7,7,4,-3,nt,7,3.6,-3
COc1ccc(CCNC(=O)C2CCN(S(=O)(=O)c3cnc[nH]3)CC2)cc1OC,5,-1,0,1,2,0,-0.1,-7

(further entries)
Order of values: CXCR6 block	A3A deaminase	A3G deaminase	NR3A LBD binder	Gli-Sufu block	CCR6 antagonist	MPTP inh	EBI2 antag
O=C(CN1CCN(Cc2ccc(F)cc2)CC1)Nc1ccccc1F
 : 2	2	4	0	31	-3	1.1	-7
O=C(Nc1cccc(Cl)c1N1CCCCC1)c1ccc2c(c1)OCCO2
 : -1	-1	-3	-9	-3	10	-0.3	15
Fc1ccccc1/C=N/n1c(C2CCCCC2)n[nH]c1=S
 : 6	1	9	-2	0	6	0.1	13
O=C(NCCc1ccccc1)c1cc(-c2ccc3c(c2)OCO3)on1
 : 20	6	2	2	-2	-10	0.6	0
CNc1nc(-c2ccccc2)nnc1C(F)(F)F
 : 2	-1	-6	-2	-7	-9	0.4	-17
N#Cc1cccc(NC(=O)CC2CCCCC2)c1
 : 4	-2	-3	12*	-2	16	6.8	-1
Cc1ccc(CN2C(=O)CCC2C(=O)NCc2ccco2)cc1 (centres undefined)
 : 7	-3	-6	0	9	-2	-2.7	-9
O=C(Nc1ccc(F)cc1)C1CC(=O)n2cnnc2N1 (centres undefined)
 : -1	-3	-5	0	-28	-13	-1.2	3
COC(=O)c1ccc2c(c1)C(=O)/C(=C/c1ccc(O)cc1)O2
 : 22	nt	nt	8	-31	31	11	-2
CCn1cc([N+](=O)[O-])c(C(=O)N2N=C(c3ccc(O)c(OC)c3)CC2c2ccccc2O)n1 (centres undefined)
 : 6	4	2	-13	6	21	1.9	-3
COCc1cc(C)nc(OCC(=O)N/N=C/c2ccc(-c3cc([N+](=O)[O-])ccc3Cl)o2)c1C#N
 : -2	-3	-4	-5	-8	3	0.0	14
CCOC(=O)c1c(NC(=O)c2cccs2)sc2c1CCCC2
 : -8	2	1	3	2	14	3.2	12
CS(=O)(=O)N1CCN(c2ccc(NC(=O)c3ccc([N+](=O)[O-])o3)cc2)CC1
 : 2	nt	nt	-1	6	-5	0.1	12
CC(C)N(Cc1ccccc1)C(=O)COC(=O)C1CCN(c2ccc(C(F)(F)F)cn2)CC1
 : -15	27	-3	5	-7	-1	-0.8	-3
COc1ccc(N(C(=O)/C=C/c2ccccc2)C2=CC3CCC(C2)N3C)cc1 (centres undefined)
 : 2	-3	-7	-1	17	9	-0.3	-2
O=C(CNC(=O)c1cccc(F)c1)N/N=C/c1ccc(O)c([N+](=O)[O-])c1
 : 23	1	-5	-17	24	25	1.2	-6
COC(=O)C1=CN(CC2CCCO2)C=C(C(=O)OC)C1c1ccsc1 (centres undefined)
 : 1	-4	-7	0	2	-16	-0.5	-10
O=[N+]([O-])c1ccc(Cl)c(S(=O)(=O)Nc2cccc(-c3ccc(N4CCOCC4)nn3)c2)c1
 : -3	-1	-8	4	-34	7	-1.2	-8
COc1cc2c(cc1OC)C(C)N(C(=O)c1ccc(Br)o1)CC2 (centres undefined)
 : 4	-3	5	2	4	2	1.5	-5
CCCCC(C)n1[nH]c(=O)cc1N (centres undefined)
 : -9	-4	-4	-1	10	6	1.3	2
CCOc1ccc(OCC)c(NC(=O)CN2CCN(c3cccc(C)c3C)CC2)c1
 : 1	2	5	11*	17	8	6.9	34
C[C@@H]1C(=O)O[C@H]2[C@H](O)[C@@]34[C@H]5C[C@@H](C(C)(C)C)[C@]36[C@@H](OC(=O)[C@@H]6O)O[C@@]4(C(=O)O5)[C@@]12O
 : -2	-1	-4	-1	20	-4	0.3	-18
CCN1C[C@@H]2[C@@H]3C(=O)N(C)C(=O)[C@@H]3[C@](CC)(C1=O)N2C(=O)c1ccc(F)cc1
 : -9	nt	nt	-1	-4	2	-0.5	-11
Cc1nnc(NC(=O)c2oc3ccccc3c2C)s1
 : -7	7	-2	-1	-71	8	0.0	-4
N#Cc1c(Nc2ccccc2)[n+]([O-])c2ccc(Cl)cc2[n+]1[O-]
 : 22	nt	nt	-7	-18	-3	3.0	-11
COc1ccc(OC)c(NC2=NC3(CCCC3)N=C(N)N2)c1
 : 3	-3	-4	1	6	-10	-0.1	-1
COC(=O)c1cccc(C(=O)N2CCCC(Nc3ccc(C)c(C)c3)C2)c1 (centres undefined)
 : 1	-9	-7	0	-15	2	-0.5	-1
CCc1ccc(C(=O)CN2C(=O)NC3(CCCCCC3)C2=O)cc1
 : -2	1	-7	7	-28	10	-1.3	10
COc1ccc(CCC(=O)NC(C)C2CCCO2)cc1 (centres undefined)
 : -4	-2	-2	0	-15	11	-0.9	2
O=C(CN1C(=O)S/C(=C\C=C\c2ccccc2)C1=O)Nc1ccc(C(=O)O)cc1
 : -13	4	-2	-1	4	10	3.7	-9
O=c1c2c(nc3cc(-c4ccccc4)[nH]n13)CCS2
 : -6	-4	-2	-8	-54	14	-2.8	3
Cc1cccc(NN=C2c3ccccc3-c3ccccc32)c1
 : -10	2	-6	-10	-4	-2	5.7	-2
Cc1cc(C)n(-c2cc(C(=O)O)cc(C(=O)O)c2)n1
 : 3	-1	-11	-2	-1	-19	0.2	-4
CC(c1ccccc1F)n1cc(C(=O)NCCc2ccco2)nn1 (centres undefined)
 : -4	-5	-6	-1	-9	-1	5.8	-10
O=C(CCC1CCCC1)NNC(=O)c1cc2ccccc2cc1O
 : -10	1	-3	-11	13	-18	2.1	7
CCN(C[C@H]1N[C@@](CC)(C(=O)OC)[C@H]2C(=O)N(C)C(=O)[C@@H]12)S(=O)(=O)c1ccccc1
 : -3	2	1	1	3	1	-0.8	-3
CN1/C(=C\C(=O)CN2C(=O)NC3(CCCCCC3)C2=O)C(C)(C)c2ccccc21
 : -12	0	24	1	70*	14	-1.3	0
Cn1cc([N+](=O)[O-])c(C(=O)N2CCCCCC2)n1
 : 1	-1	-6	-26	-14	-4	0.3	-2
COc1ccccc1CN1CC(=O)N2CSC[C@H]2C1=O
 : -1	-4	-6	1	8	9	1.1	1
COc1ccccc1CNC(=O)CCCNC(=O)c1ccc(Cl)cc1
 : 3	-2	-7	0	5	7	-0.1	12
O=C(Nc1ccc(O)cc1)c1ccc2c(c1)C(=O)N(Cc1cccnc1)C2=O
 : -1	-2	-4	2	0	5	2.6	-9
Nc1nnc(Cc2ccc(Cl)cc2)s1
 : -15	-2	-6	3	0	-9	-2.3	4
CN(CCC#N)C(=O)c1ccc(CNS(=O)(=O)c2ccc(F)cc2)cc1
 : 1	-1	-4	-2	-2	-3	-1.3	-4
Cn1c(=O)c2c(SCC(=O)N3CCN(c4ccccc4)CC3)nc(C3CC3)nc2n(C)c1=O
 : 8	3	-3	-5	7	6	-0.5	-37
COc1cccc(CNC(=O)Cc2ccc(-n3c(=O)[nH]c4ccccc4c3=O)cc2)c1
 : 1	0	0	-3	14	10	0.6	-1
Fc1ccc(-n2cnnn2)c(F)c1
 : -11	-4	-2	0	1	-8	-0.9	-18
Cc1ccccc1N1CC(C(=O)Nc2nnc(SCc3cccnc3)s2)CC1=O (centres undefined)
 : -10	-5	-8	-2	3	-9	-1.1	2
COc1cccc2cc(C(=O)N3CCN(C45CC6CC(CC(C6)C4)C5)CC3)c(=O)oc12
 : -4	3	5	1	-6	3	1.3	7
O=C(Nc1n[nH]c(C(F)(F)F)n1)c1cccs1
 : -3	-3	-3	-3	0	6	1.5	-15
Cc1ccc(CNC(=O)COC(=O)CCC(=O)c2cccs2)cc1
 : -5	-1	-11	-2	-6	-2	2.3	0

Another view of some results above.
compound,CXCR6 block,A3A deaminase,A3G deaminase,NR3A LBD binder,Gli-Sufu block,CCR6 antagonist,MPTP inh,EBI2 antag
O=C(Nc1ccc(O)cc1)c1ccc2c(c1)C(=O)N(Cc1cccnc1)C2=O,-1,-2,-4,2,0,5,2.6,-9
Nc1nnc(Cc2ccc(Cl)cc2)s1,-15,-2,-6,3,0,-9,-2.3,4
CN(CCC#N)C(=O)c1ccc(CNS(=O)(=O)c2ccc(F)cc2)cc1,1,-1,-4,-2,-2,-3,-1.3,-4
Cn1c(=O)c2c(SCC(=O)N3CCN(c4ccccc4)CC3)nc(C3CC3)nc2n(C)c1=O,8,3,-3,-5,7,6,-0.5,-37
COc1cccc(CNC(=O)Cc2ccc(-n3c(=O)[nH]c4ccccc4c3=O)cc2)c1,1,0,0,-3,14,10,0.6,-1
Fc1ccc(-n2cnnn2)c(F)c1,-11,-4,-2,0,1,-8,-0.9,-18
Cc1ccccc1N1CC(C(=O)Nc2nnc(SCc3cccnc3)s2)CC1=O (centres undefined),-10,-5,-8,-2,3,-9,-1.1,2
COc1cccc2cc(C(=O)N3CCN(C45CC6CC(CC(C6)C4)C5)CC3)c(=O)oc12,-4,3,5,1,-6,3,1.3,7
O=C(Nc1n[nH]c(C(F)(F)F)n1)c1cccs1,-3,-3,-3,-3,0,6,1.5,-15
Cc1ccc(CNC(=O)COC(=O)CCC(=O)c2cccs2)cc1,-5,-1,-11,-2,-6,-2,2.3,0

(listing goes on)
Order of values: CXCR6 block	A3A deaminase	A3G deaminase	NR3A LBD binder	Gli-Sufu block	CCR6 antagonist	MPTP inh	EBI2 antag
Cc1csc(=O)n1CC(=O)OCc1nnc(-c2ccc(Cl)cc2)o1
 : -10	2	-3	3	-24	7	-1.0	3
CN(C)C(CNC(C(=O)Nc1ccc(F)cc1)c1ccccc1)c1ccccc1 (centres undefined)
 : -16	-1	-3	-1	22	14	0.3	3
CCN1CCN(c2ccc(S(=O)(=O)N3CCOCC3)cc2NC(=O)/C=C/c2ccc(C)cc2)CC1
 : 10	2	-1	4	28	17	-1.2	94*
CCOC(=O)N1CCN(c2ccnc3cc(Cl)ccc23)CC1
 : -6	-1	58*	-5	43	13	0.4	2
CC(=O)Nc1ccc(S(=O)(=O)N/N=C/c2ccc(C)o2)cc1
 : 6	6	0	-1	-1	8	-0.7	1
CCc1ccc(-c2cc(C(F)(F)F)n3nc(C(=O)Nc4c(C)nn(Cc5ccccc5Cl)c4C)cc3n2)s1
 : 9	3	-4	1	0	22	3.0	18
O=C(CNS(=O)(=O)c1ccccc1)NCC(=O)OCc1ccc(Br)cc1
 : 2	3	-3	-2	-9	8	-0.3	4
